Screening data deposited in PubChem BioAssay by National Center for Advancing Translational Sciences (NCATS).
IL-2 act – activates IL-2 in a cell-based reporter assay | IL-2 activation reporter assay, cell-based qHTS; stimulated with anti-CD3/CD4/CD28 beads; in transgenic mouse T cells | activation, % (series mostly up to about 46 µM) | 0.065% of 360,000 active | AID 652025; in the data active means activation above about 50%; inconclusive means mostly about 30% to 49%; further: 0% is about no effect
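First, unstimulated transgenic mouse T cells were exposed to compound for 60 min. Next, anti-CD3/anti-CD4-coated beads with anti-CD28 were added. Finally, after 18 h at 37 degrees C, EGFP and DsRed were imaged.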
EPAC1 agonist – agonists of human EPAC1. O95398. EPAC1 agonist qHTS, biochemical assay; response scale: 100% = response to 6.5 mM cAMP. Potency, µM (series often up to 154 µM), for the others: at the top dose activation, most hits filed as activators. 0.073% of 360,000 active. AID 720707; further: potency means the concentration at half of the fitted maximal effect; nearly all actives have a fitted effect of over 60% in size
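Fluorescent GDP-exchange assay: 100 nM EPAC1 with 250 nM Rap1B preloaded with BODIPY-GDP and 50 uM GDP; compounds tested as concentration series, 5 min at room temperature, then read every 5 min for 30 min (ex 480/em 540 nm); normalized to 6.5 mM cAMP.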
WRN helicase inh – WRN helicase (human) inhibition. Q14191. WRN helicase unwinding, fluorescent forked duplex, kinetic. Potency, µM (top dose mostly 114 µM), for the others: at the highest dose activity change, negative = inhibition, usual class: inhibitors. 0.46% of 360,000 active. AID 651768; further: potency means the concentration at half of the fitted maximal effect; on the % scale 0 is the no-effect control and ±100 the full control effect; nearly all actives have a fitted effect of over 55% in size
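WRN at 20 nM final was preincubated with compound for 15 min at room temperature; reaction started with 100 nM forked duplex oligonucleotide carrying fluorophore and quencher plus 2 mM ATP (final). Unwinding followed kinetically by red fluorescence (ex 525/em 598 nm).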
EPAC1 antagonist – EPAC1 (human) antagonism; EPAC1 GEF assay, Rap1b-BODIPY-GDP exchange fluorescence; Potency, µM (titrated, usually from 115 µM), without a hit: top-dose activity change, negative = inhibition, most hits filed as inhibitors; 0.14% of 360,000 active;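 further: potency means the concentration at half of the fitted maximal effect; plate controls were vehicle for no effect and positive control for full effect; nearly all actives have a fitted effect of over 50% in size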
EPAC2 ag – EPAC2 (human) agonism | Q8WZA2 | EPAC2 activation, biochemical qHTS; response scale: 100% = 6.5 mM cAMP response | Potency, µM (doses to about 154 µM), for inactives: at the highest dose activation, actives largely listed as activators | 0.079% of 360,000 active | AID 720711; further: potency means the concentration at half of the fitted maximal effect; nearly all actives have a fitted effect of over 50% in size
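Nucleotide exchange monitored as fluorescence drop when BODIPY-GDP leaves Rap1B. Reaction: 100 nM EPAC2, 250 nM RAP1B-BODIPY-GDP, 50 uM GDP, room temperature, kinetic read over 30 min. Activity expressed relative to 6.5 mM cAMP.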
CCT chaperon mod – cytosolic chaperonin activity modulation. purified chaperonin ATPase assay, HTRF ADP detection, 30 min. activity change, % (test concentration not listed), hits read low. 0.3% of 360,000 active. AID 651819; in the data active means activity change below about -30%; further: on the % scale 0 is the no-effect control and ±100 the full control effect
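TRiC (40 or 20 nM final, by batch activity) in 30 mM Tris pH 7.4, 100 mM KCl, 5 mM MgCl2, 1 mM DTT was treated with compound at 76 uM single dose, then 10 uM ATP, 30 min at 37 °C. ADP was read by HTRF Transcreener.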
PLK1 PBD block – PLK1 (human) polo-box domain binding inhibition; 2.8% of 360,000 active; Potency, µM, for inactives: max response, negative = inhibition, actives largely listed as inhibitors; P53350; Plk1 PBD binding of FITC phosphopeptide, fluorescence polarization; further: potency means the concentration at half of the fitted maximal effect; series mostly up to about 57 µM; on the % scale 0 is the no-effect control and ±100 the full control effect; nearly all actives have a fitted effect of over 65% in size
Target sequence (P53350 whole entry, looked up, the tested form may be a part): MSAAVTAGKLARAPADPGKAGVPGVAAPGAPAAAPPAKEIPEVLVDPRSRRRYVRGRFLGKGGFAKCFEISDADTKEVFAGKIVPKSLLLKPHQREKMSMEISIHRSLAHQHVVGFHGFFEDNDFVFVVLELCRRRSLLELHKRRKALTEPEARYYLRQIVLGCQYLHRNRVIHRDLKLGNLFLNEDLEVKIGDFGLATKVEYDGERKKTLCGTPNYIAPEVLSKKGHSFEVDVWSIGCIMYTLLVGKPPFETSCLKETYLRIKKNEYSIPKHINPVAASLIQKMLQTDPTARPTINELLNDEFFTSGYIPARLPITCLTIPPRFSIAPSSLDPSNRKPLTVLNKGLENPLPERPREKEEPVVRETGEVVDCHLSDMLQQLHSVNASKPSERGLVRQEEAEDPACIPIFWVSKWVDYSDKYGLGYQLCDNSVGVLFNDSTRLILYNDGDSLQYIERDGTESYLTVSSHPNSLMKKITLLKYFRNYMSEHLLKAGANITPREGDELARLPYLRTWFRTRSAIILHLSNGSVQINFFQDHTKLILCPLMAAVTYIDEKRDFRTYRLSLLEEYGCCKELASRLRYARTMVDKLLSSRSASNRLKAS
PI5P4Ka inh – inhibitors of human PI5P4K alpha | 1.2% of 330,000 active | AID 652105 | P48426 | max response, % | PI5P4Kalpha enzyme, ADP-Glo luminescence, 60 min; active compounds read low; active means max response of -50% or lower; inconclusive means between -30% and -50%; inactive means -30% or higher; further: value at the top dose of about 77 µM; on the % scale 0 is the no-effect control and ±100 the full control effect
Target sequence (P48426 whole entry, looked up): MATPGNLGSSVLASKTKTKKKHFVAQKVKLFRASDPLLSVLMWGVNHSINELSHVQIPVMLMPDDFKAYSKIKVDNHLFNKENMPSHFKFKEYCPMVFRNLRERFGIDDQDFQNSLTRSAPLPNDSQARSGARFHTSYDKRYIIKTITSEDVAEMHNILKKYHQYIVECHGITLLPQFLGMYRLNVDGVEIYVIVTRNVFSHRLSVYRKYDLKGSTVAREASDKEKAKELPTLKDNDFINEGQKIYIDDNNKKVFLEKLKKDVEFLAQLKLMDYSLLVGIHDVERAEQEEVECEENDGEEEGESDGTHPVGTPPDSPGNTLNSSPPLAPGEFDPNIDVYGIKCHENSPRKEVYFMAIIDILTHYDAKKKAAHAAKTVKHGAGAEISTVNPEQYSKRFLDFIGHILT
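PI5P4Kalpha ADP-Glo assay; 5 microM ATP final; 60 min RT reaction; HEPES pH 7.4/EGTA/CHAPS, 5% DMSO; controls lacking substrate or enzyme; luminescent end-point.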
Starred values were filed as active, the others as inactive; [ ] = remark or other dose. Unless noted, the call rests on the fitted dose curve; in most records, active means well fitted curve in the direction sought with a large enough effect; inconclusive means small, poorly fitted or top-dose-only effect, or another doubt; inactive means no such curve, though single readings can be large; an effect the other way counts as inactive or inconclusive. The list is partial; rates above refer to the full screens.

Results for O=C(O)c1c2c(nc3ccc(S(=O)(=O)N4CCC(C(=O)N5CCCCC5)CC4)cc13)CCCC2 ?
IL-2 act: -0.2; EPAC1 agonist: 8.0%; WRN helicase inh: -11.8%[57.1 µM]; EPAC1 antagonist: 2.4%; EPAC2 ag: 9.4%; CCT chaperon mod: -0.7; PLK1 PBD block: -4.3%; PI5P4Ka inh: 3.6

How did COc1cccc(C(=O)N/N=C/c2ccc(Oc3ccc([N+](=O)[O-])cn3)c(OC)c2)c1 do in these assays?
IL-2 act: -3.3; EPAC1 agonist: -2.1%; WRN helicase inh: 1.4%; EPAC1 antagonist: -2.2%; EPAC2 ag: 7.7%; CCT chaperon mod: 0.6; PLK1 PBD block: inconclusive; PI5P4Ka inh: -26.8

What do the screens show for `O=C(NNC(=O)c1cccs1)c1ccc(Br)o1`?
IL-2 act: -2.3; EPAC1 agonist: -4.3%; WRN helicase inh: -29.5%[57.1 µM]; EPAC1 antagonist: -6.3%; EPAC2 ag: 7.5%; CCT chaperon mod: -0.6; PLK1 PBD block: -8.8%; PI5P4Ka inh: -7.6

What do the screens show for `FC(F)(F)c1cc(-c2ccc(Cl)cc2)nc2ncnn12`?
IL-2 act: 1.6; EPAC1 agonist: -3.7%; WRN helicase inh: 1.9%; EPAC1 antagonist: 2.9%; EPAC2 ag: -14.4%; CCT chaperon mod: 1.2; PLK1 PBD block: -5.6%; PI5P4Ka inh: 0.1

What do the screens show for `Cn1cc(SCC(=O)O)c2ccccc21`?
IL-2 act: 9.8; EPAC1 agonist: 8.0%; WRN helicase inh: -7.0%; EPAC1 antagonist: -1.4%; EPAC2 ag: -5.6%; CCT chaperon mod: 0.6; PLK1 PBD block: -5.7%; PI5P4Ka inh: 0.9

Results for O=C(Cn1nc(-c2ccccc2)ccc1=O)Nc1ccc(N2CCN(C(=O)c3ccccc3)CC2)cc1 ?
IL-2 act: -2.1; EPAC1 agonist: 1.6%; WRN helicase inh: 1.0%; EPAC1 antagonist: -10.7%; EPAC2 ag: 0.0%; CCT chaperon mod: -1.3; PLK1 PBD block: -5.3%

Results for O=C(Nc1ccc(C(=O)NCC2CCN(Cc3ccccc3F)CC2)cc1)C1=CSCCO1 ?
IL-2 act: 0.2; EPAC1 agonist: -3.3%; WRN helicase inh: -2.2%; EPAC1 antagonist: -13.8%; EPAC2 ag: 15.0%; CCT chaperon mod: 0.4; PLK1 PBD block: -5.7%; PI5P4Ka inh: -1.1

Results for Cc1ccc(S(=O)(=O)N(C)C)cc1NC(=O)COC(=O)C1(c2ccccc2)CC1 ?
IL-2 act: -3.8; EPAC1 agonist: 1.3%; WRN helicase inh: -10.6%; EPAC1 antagonist: 6.2%; EPAC2 ag: -4.5%; CCT chaperon mod: -2.1; PLK1 PBD block: -3.4%; PI5P4Ka inh: -0.7

How did CN(CCC#N)C(=O)CSc1ncnc2sc(-c3ccccc3)cc12 do in these assays?
IL-2 act: 0.5; EPAC1 agonist: 19.2%; WRN helicase inh: 16.7%; EPAC1 antagonist: 1.2%; EPAC2 ag: 19.5%; CCT chaperon mod: -2.5; PLK1 PBD block: -8.2%

Results for CC(=O)OC(C)CS(=O)(=O)c1ccccc1 (stereo unspecified) ?
IL-2 act: 0.3; EPAC1 agonist: 1.4%; WRN helicase inh: -3.6%; EPAC1 antagonist: -2.6%; EPAC2 ag: 3.0%; CCT chaperon mod: 0.9; PLK1 PBD block: -3.7%; PI5P4Ka inh: 7.9

What do the screens show for `CSc1nc(N(C)NC(=O)c2ccccc2)c2ccccc2n1`?
IL-2 act: -0.4; EPAC1 agonist: 3.7%; WRN helicase inh: -2.6%; EPAC1 antagonist: -9.3%; EPAC2 ag: 6.7%; CCT chaperon mod: -1.0; PLK1 PBD block: -2.2%; PI5P4Ka inh: 3.5

How did CCN1CCN(c2ccc(S(=O)(=O)N3CCOCC3)cc2NC(=O)c2sccc2C)CC1 do in these assays?
IL-2 act: -4.4; EPAC1 agonist: 0.3%; WRN helicase inh: 18.3%; EPAC1 antagonist: inconclusive; EPAC2 ag: 19.4%; CCT chaperon mod: -2.8; PLK1 PBD block: -13.5%; PI5P4Ka inh: -4.5

What do the screens show for `CC(=O)Nc1ccc(S(=O)(=O)N(C)CC(=O)OCC(=O)NCc2ccco2)cc1`?
IL-2 act: 0.3; EPAC1 agonist: 14.9%; WRN helicase inh: -1.5%; EPAC1 antagonist: 5.2%; EPAC2 ag: -5.5%; CCT chaperon mod: -5.5; PLK1 PBD block: -10.9%; PI5P4Ka inh: -1.4

What do the screens show for `Cc1nc2nc(C)c(CCC(=O)N3CCN(c4ccccc4)CC3)c(C)n2n1`?
IL-2 act: 1.3; EPAC1 agonist: -2.3%; WRN helicase inh: 5.0%; EPAC1 antagonist: 7.5%; EPAC2 ag: -6.1%; CCT chaperon mod: -3.0; PLK1 PBD block: 2.2%; PI5P4Ka inh: -6.6

What do the screens show for `O=C(COC(=O)CNC(=O)c1ccccc1F)NCC(F)(F)F`?
IL-2 act: -0.6; EPAC1 agonist: -0.5%; WRN helicase inh: -4.3%; EPAC1 antagonist: -17.5%; EPAC2 ag: 1.2%; CCT chaperon mod: -1.8; PLK1 PBD block: -21.9%; PI5P4Ka inh: -4.3

Results for O=C(Nc1ccc(Cl)cn1)c1ccc2c(Cl)c3c(nc2c1)CCC3 ?
IL-2 act: -1.3; EPAC1 agonist: -5.6%; WRN helicase inh: -6.2%; EPAC1 antagonist: 8.9%; EPAC2 ag: -0.9%; CCT chaperon mod: -0.1; PLK1 PBD block: -18.0%; PI5P4Ka inh: 14.9

What do the screens show for `CCCC[C@@H]1CC2=C(C(=O)OC(C)(C)O2)[C@@H](c2ccc(Cl)cc2)O1`?
IL-2 act: -1.0; EPAC1 agonist: -4.4%; WRN helicase inh: 4.2%; EPAC1 antagonist: 2.8%; EPAC2 ag: 2.4%; CCT chaperon mod: 1.2; PLK1 PBD block: -6.3%; PI5P4Ka inh: -0.9

Results for COCCN1CCN(c2c(C)c(C)nc3cc(-c4cccc(OC)c4)nn23)CC1 ?
IL-2 act: 0.6; EPAC1 agonist: -12.0%; WRN helicase inh: 1.9%; EPAC1 antagonist: -17.8%; EPAC2 ag: 6.9%; CCT chaperon mod: -2.7; PLK1 PBD block: -21.9%; PI5P4Ka inh: 1.4

What do the screens show for `CCc1cc(C(=O)O)c(NC(=O)C(c2ccccc2)c2ccccc2)s1`?
IL-2 act: 1.7; EPAC1 agonist: -11.9%; WRN helicase inh: -5.3%; EPAC1 antagonist: -4.9%; EPAC2 ag: 2.9%; CCT chaperon mod: -2.4; PLK1 PBD block: -17.8%; PI5P4Ka inh: 0.6

What do the screens show for `CCOC(=O)c1c(C)[nH]c(C(=O)OC(C)C(=O)Nc2ccccc2OC)c1C` (stereo unspecified)?
IL-2 act: -5.6; EPAC1 agonist: -8.6%; WRN helicase inh: -31.1%; EPAC1 antagonist: -2.2%; EPAC2 ag: -3.8%; CCT chaperon mod: -1.8; PLK1 PBD block: 4.3%; PI5P4Ka inh: -0.2

How did CCC(C)(C)n1nnnc1C(c1ccccc1F)N1CCC(C(N)=O)CC1 (stereo unspecified) do in these assays?
IL-2 act: -3.2; EPAC1 agonist: -11.1%; WRN helicase inh: -13.8%; EPAC1 antagonist: -22.8%; EPAC2 ag: 5.4%; CCT chaperon mod: -1.5; PLK1 PBD block: -4.4%; PI5P4Ka inh: 8.0

Results for Cc1ccc(C2=NN(C(=O)COc3ncnc4ccccc34)C(c3ccco3)C2)cc1 (stereo unspecified) ?
IL-2 act: -0.5; EPAC1 agonist: 9.2%; WRN helicase inh: -2.4%; EPAC1 antagonist: 4.4%; EPAC2 ag: -4.5%; CCT chaperon mod: -4.7; PLK1 PBD block: 5.4%; PI5P4Ka inh: 1.4

How did COc1ccc(CNC(=O)C(NC(C)=O)C(=O)Nc2ccc(C(C)C)cc2)cc1 (stereo unspecified) do in these assays?
IL-2 act: -1.9; EPAC1 agonist: 0.6%; WRN helicase inh: -6.5%; EPAC1 antagonist: -0.6%; EPAC2 ag: 1.8%; CCT chaperon mod: -41.2*; PLK1 PBD block: -8.5%; PI5P4Ka inh: 3.9

What do the screens show for `CCOC(=O)c1nnn(-c2nonc2N)c1CSc1ccc(C)cc1`?
IL-2 act: 0.8; EPAC1 agonist: -10.5%; WRN helicase inh: 1.0%; EPAC1 antagonist: -19.1%; EPAC2 ag: -4.7%; CCT chaperon mod: -1.5; PLK1 PBD block: inconclusive; PI5P4Ka inh: 1.0

How did Cc1ccc(/C=N/NC(=O)C2COc3ccccc3O2)s1 (stereo unspecified) do in these assays?
IL-2 act: 0.8; EPAC1 agonist: -10.8%; WRN helicase inh: -33.0%; EPAC1 antagonist: -23.1%; EPAC2 ag: 2.6%; CCT chaperon mod: -2.6; PLK1 PBD block: -7.9%; PI5P4Ka inh: -3.4

Results for CN(C)S(=O)(=O)N1CCN(C(=O)c2ccccc2)CC1 ?
IL-2 act: 2.4; EPAC1 agonist: 5.2%; WRN helicase inh: -8.5%; EPAC1 antagonist: 4.1%; EPAC2 ag: -6.6%; CCT chaperon mod: 2.7; PLK1 PBD block: -0.9%

What do the screens show for `O=C(CCCn1c(=O)[nH]c2cc(Cl)ccc2c1=O)NCCN1CCN(c2ccccc2)CC1`?
IL-2 act: -1.7; EPAC1 agonist: 3.3%; WRN helicase inh: -17.2%; EPAC1 antagonist: 10.5%; EPAC2 ag: 0.0%; CCT chaperon mod: -0.6; PLK1 PBD block: -3.9%; PI5P4Ka inh: -2.3

What do the screens show for `Cc1cc(C)n(CC(=O)Nc2cccc(C(F)(F)F)c2)n1`?
IL-2 act: -0.8; EPAC1 agonist: -7.0%; WRN helicase inh: 6.1%; EPAC1 antagonist: -14.5%; EPAC2 ag: -5.3%; CCT chaperon mod: 0.1; PLK1 PBD block: 0.5%; PI5P4Ka inh: 2.6

Results for Cc1occc1C(=O)Nc1c(F)c(F)c(F)c(F)c1F ?
IL-2 act: 0.1; EPAC1 agonist: -1.1%; WRN helicase inh: 4.1%; EPAC1 antagonist: 0.2%; EPAC2 ag: -14.8%; CCT chaperon mod: 0.7; PLK1 PBD block: inconclusive; PI5P4Ka inh: -6.0
